Screening data as filed in PubChem.
PAFAH1B3 FP inh: inhibitors of human PAFAH1B3; Q15102; recombinant PAFAH1B3, FP-rhodamine probe, fluorescence polarization; inhibition, % at 3.39 µM; actives 0.28% (n = 340,000); AID 492972;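 active = inhibition above the screen-wide average of all tested compounds plus 3 SD, cut at about 25% in these data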;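 note: 0% = enzyme with DMSO only and 100% = wells lacking PAFAH1B3 protein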
Target sequence (Q15102 whole entry, looked up): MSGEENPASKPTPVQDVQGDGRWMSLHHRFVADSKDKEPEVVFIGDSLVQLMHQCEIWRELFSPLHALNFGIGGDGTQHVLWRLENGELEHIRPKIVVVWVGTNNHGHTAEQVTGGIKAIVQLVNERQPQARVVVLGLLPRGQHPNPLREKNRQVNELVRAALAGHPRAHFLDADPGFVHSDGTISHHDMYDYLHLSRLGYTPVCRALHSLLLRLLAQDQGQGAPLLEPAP
PREPL inh: human PREPL enzyme inhibition. Q4J6C6. recombinant PREPL, fluorescence polarization activity-based probe. inhibition, % at 5.96 µM. actives 0.68% (n = 320,000). AID 2751; in the data active = inhibition above about 43%;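 note: 0% = enzyme with DMSO and 100% = wells lacking enzyme; many of its hits are not listed in these tables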
PAFAH1B2 inh: blocks human PAF acetylhydrolase 1b catalytic subunit 2. recombinant PAFAH1B2, FP-rhodamine activity probe, fluorescence polarization. inhibition, % at 3.39 µM. actives 1.2% (n = 340,000);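 active = inhibition above the mean of all tested compounds plus 3 SD, cut at about 24% in these data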;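 note: 0% = enzyme with DMSO and 100% = wells lacking PAFAH1B2; many of its hits are not listed in these tables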
Target sequence (P68402 whole entry, looked up): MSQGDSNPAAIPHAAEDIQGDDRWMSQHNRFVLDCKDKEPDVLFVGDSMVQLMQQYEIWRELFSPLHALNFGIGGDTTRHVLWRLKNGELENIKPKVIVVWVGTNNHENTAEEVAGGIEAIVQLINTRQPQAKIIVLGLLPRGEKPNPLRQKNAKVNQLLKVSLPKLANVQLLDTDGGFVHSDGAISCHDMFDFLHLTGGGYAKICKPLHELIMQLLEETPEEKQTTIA
LYPLA1 inh: blocks human lysophospholipase 1, a PME1 counter-screen | O75608 | recombinant LYPLA1, FP-Rh probe fluorescence polarization | inhibition, % at 5.9 µM | actives 0.16% (n = 320,000);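 active = inhibition above the mean of all tested compounds plus 3 SD, set per campaign, cut at about 14% in these data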;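 note: inhibitors block serine hydrolase probe labeling of LYPLA1 so polarization falls; 0% = enzyme with DMSO and 100% = wells lacking LYPLA1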
Target sequence (O75608 whole entry, looked up): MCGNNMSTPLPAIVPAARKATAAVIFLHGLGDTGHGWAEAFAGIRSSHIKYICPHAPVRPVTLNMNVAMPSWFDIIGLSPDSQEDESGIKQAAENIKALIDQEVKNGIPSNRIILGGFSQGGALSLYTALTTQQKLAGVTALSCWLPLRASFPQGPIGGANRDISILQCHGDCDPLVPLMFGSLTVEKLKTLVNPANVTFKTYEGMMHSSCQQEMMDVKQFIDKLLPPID
EBNA-1 inhibitor: blocks EBNA-1 binding to DNA | EBNA-1 DNA binding, fluorescence polarization | inhibition, % at 14.8 µM | actives 0.34% (n = 300,000) | AID 1950; in the data active = inhibition above about 28%
PAFAH2 FP inh: PAFAH2 (human) inhibition; Q99487; recombinant PAFAH2, FP-rhodamine activity probe, fluorescence polarization; inhibition, % at 3.39 µM; actives 0.99% (n = 340,000); AID 492956;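 active = inhibition above the mean over all tested compounds plus 3 SD, cut at about 30% in these data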;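 note: inhibitors block probe labeling of enzyme so polarization drops; 0% = enzyme with DMSO and 100% = wells lacking PAFAH2 protein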
ZTA DNA inh: ZTA (EBV) inhibition in EBNA-1 counter-screen | P03206 | ZTA-DNA binding, fluorescence polarization | inhibition, % at 11 µM | actives 0.15% (n = 320,000) | AID 2234; in the data active = inhibition above about 33%
pPAFAH FP inh: pPAFAH (human) enzyme inhibition; actives 1.5% (n = 330,000); Q13093; AID 463082; inhibition, % at 3.39 µM; recombinant pPAFAH, FP-rhodamine probe fluorescence polarization;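 active = inhibition above the mean inhibition across the screen plus 3 SD, cut at about 25% in these data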;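 note: inhibitors block binding of the rhodamine activity-based probe so polarization drops; 0% = enzyme with DMSO and 100% = wells lacking pPAFAH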
LYPLA2 counter: LYPLA2 (human) inhibition in PME1 counter-screen; actives 0.38% (n = 320,000); recombinant LYPLA2, FP-Rh probe fluorescence polarization; inhibition, % at 5.9 µM; O95372;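 active = inhibition above the screen-wide mean plus 3 SD, limit set per campaign, cut at about 26% in these data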;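 note: 0% = LYPLA2 with DMSO and 100% = wells lacking LYPLA2 enzyme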
Target sequence (O95372 whole entry, looked up): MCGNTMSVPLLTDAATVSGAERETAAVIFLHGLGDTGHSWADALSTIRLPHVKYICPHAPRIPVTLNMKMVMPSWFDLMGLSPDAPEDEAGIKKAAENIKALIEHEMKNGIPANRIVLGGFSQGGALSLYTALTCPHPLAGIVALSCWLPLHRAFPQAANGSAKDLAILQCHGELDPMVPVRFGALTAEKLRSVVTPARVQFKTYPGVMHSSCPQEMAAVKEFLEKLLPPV
Active calls of the source: *; . = not tested or not shown. Not all compounds are listed, so the mix of outcomes need not match the whole.

#	SMILES	PAFAH1B3 FP inh	PREPL inh	PAFAH1B2 inh	LYPLA1 inh	EBNA-1 inhibitor	PAFAH2 FP inh	ZTA DNA inh	pPAFAH FP inh	LYPLA2 counter
1	CCCOC(=S)NC(=O)c1sc2ccccc2c1Cl	8.7	12.9	3.4	-1.3	-2.8	0.8	-5.0	3.6	1.0
2	O=C(N/N=C(\CC(=O)c1cccs1)C(F)(F)F)c1ccncc1	.	-5.3	.	2.3	-2.8	.	-3.7	1.4	-4.8
3	COc1cc(OC)c(C2C(C#N)=C(N)Oc3cc(C)n(CCCN4CCOCC4)c(=O)c32)cc1OC (stereo unspecified)	5.0	-3.0	-0.6	3.9	11.6	5.9	15.3	4.0	6.0
4	Cc1cc(S(=O)(=O)Nc2ccc(C(=O)NCC(c3ccco3)N(C)C)cc2)ccc1F (stereo unspecified)	-2.3	-4.6	0.6	-0.5	-0.8	-0.3	6.2	4.3	-3.0
5	Cc1c(Cl)cccc1-n1c(SCC(=O)NCc2ccccc2Cl)nnc1-c1ccncc1	1.9	10.6	5.2	1.2	-5.2	5.9	-9.2	-2.0	-6.8
6	Cc1cc(=O)[nH]c(N/N=C/c2c[nH]c3ccccc23)n1	4.1	37.8	1.5	1.0	4.6	-3.1	5.6	-0.7	-1.8
7	Cc1ccc2nc3ccc(N4CCCCCCC4)nn3c(=O)c2c1	-6.2	15.1	0.8	3.8	-0.8	-3.4	14.5	-2.1	2.8
8	COc1ccc(-c2csc(-c3cccs3)n2)cc1OC	-2.3	9.0	4.4	5.3	1.4	2.8	-7.5	7.4	5.9
9	Cc1cc(NC(=O)CCC(=O)N(c2ccccc2)C(C(=O)NC2CCCC2)c2ccc(F)cc2)no1 (stereo unspecified)	0.1	-0.1	-4.2	-0.1	-8.7	3.4	0.5	3.5	7.0
10	COC(=O)C(C)N(c1ccc(C)cc1)S(=O)(=O)c1c(C)[nH]c(=O)[nH]c1=O (stereo unspecified)	7.8	12.2	0.0	5.3	2.4	3.1	-3.3	-4.5	4.7
11	Cc1occc1-c1nnc(SCC(=O)NCCc2ccccc2)n1Cc1ccccc1	1.7	15.8	6.7	-1.3	7.8	8.8	7.0	8.7	6.7
12	CCC(=O)Nc1ccc(NC(=O)c2cc3ccccc3o2)cc1	4.7	3.3	4.1	0.5	5.6	1.9	-24.3	1.3	8.0
13	CCC(=O)N1CCc2cc(S(=O)(=O)NC(C(=O)N3CCN(c4ccc(F)cc4)CC3)C(C)C)ccc21 (stereo unspecified)	6.0	-0.1	5.5	2.9	-6.3	-0.8	-1.2	3.5	-1.1
14	CCc1cccc(N(C(=O)c2csnn2)C(C(=O)NC(C)(C)CC)c2ccccn2)c1 (stereo unspecified)	4.7	5.8	3.2	-1.6	5.4	0.9	12.6	1.0	5.1
15	Cc1ccc2cccc(NC(=O)c3ccc(Br)o3)c2n1	2.7	3.2	-2.1	-9.9	2.1	-7.6	10.3	7.0	-0.6
16	CC(Cc1cccs1)NC(=O)Nc1ccc(Cl)c(Cl)c1 (stereo unspecified)	2.6	-4.5	0.4	-7.4	-13.4	-4.5	5.8	-10.6	-16.2
17	c1ccc(COc2ccc(OCCCN3CCCCC3)cc2)cc1	1.5	3.7	0.7	-3.2	-8.3	-4.5	4.2	1.6	-2.3
18	CCOc1ccc(NC(=S)N2CCC(N(C)CC3CCCO3)CC2)cc1 (stereo unspecified)	3.1	3.8	3.1	-4.9	0.2	-7.1	17.8	2.4	-5.4
19	Cc1[nH]nc2c1C(c1ccc(-c3ccc(Cl)cc3)o1)C(C#N)=C(N)O2 (stereo unspecified)	11.1	11.2	3.3	-3.1	-2.0	11.2	-4.3	5.8	6.6
20	CN(C(=O)c1cccc(S(=O)(=O)N2CCCCC2)c1)C1CCS(=O)(=O)C1 (stereo unspecified)	6.4	5.7	8.6	3.9	-6.0	9.8	-16.1	3.9	5.2
21	CC1=C(C(=O)OCC(Br)(Br)Br)C(c2cccc([N+](=O)[O-])c2)NC(=O)N1CCCC(=O)O (stereo unspecified)	-7.0	-0.7	92.0*	-1.9	-6.9	-1.6	17.6	-3.1	5.3
22	O=C(Oc1c(Cl)cc(Cl)c2cccnc12)N1CCOCC1	-5.3	0.4	5.6	-2.9	11.2	-5.3	4.2	-0.9	3.8
23	Cc1cccc(-c2nnc(SCC(=O)C(C)(C)C)n2C)c1	3.2	11.7	3.5	-0.2	-3.6	8.3	-4.2	1.6	7.8
24	COC(=O)C1CCN(C(=O)c2cc(OC)c(OC)c(OC)c2)CC1	1.6	16.3	-0.7	0.9	2.8	-2.0	-12.4	8.7	2.0
25	COc1ccc(NC(=O)C(NC(=O)c2ccc(=O)[nH]c2)c2ccc(OC)cc2)cc1 (stereo unspecified)	-3.6	-0.2	0.2	-1.4	-4.6	4.3	-12.2	0.8	2.0

Whole records as entered above. Order of screens: PAFAH1B3 FP inh | PREPL inh | PAFAH1B2 inh | LYPLA1 inh | EBNA-1 inhibitor | PAFAH2 FP inh | ZTA DNA inh | pPAFAH FP inh | LYPLA2 counter
Results for `Cc1cc(S(=O)(=O)Nc2ccc(C(=O)NCC(c3ccco3)N(C)C)cc2)ccc1F` (stereo unspecified) = -2.3 | -4.6 | 0.6 | -0.5 | -0.8 | -0.3 | 6.2 | 4.3 | -3.0
Results for `CCC(=O)Nc1ccc(NC(=O)c2cc3ccccc3o2)cc1` = 4.7 | 3.3 | 4.1 | 0.5 | 5.6 | 1.9 | -24.3 | 1.3 | 8.0

Returning to the listing with the three entries that preceded the break.
#	SMILES	PAFAH1B3 FP inh	PREPL inh	PAFAH1B2 inh	LYPLA1 inh	EBNA-1 inhibitor	PAFAH2 FP inh	ZTA DNA inh	pPAFAH FP inh	LYPLA2 counter
23	Cc1cccc(-c2nnc(SCC(=O)C(C)(C)C)n2C)c1	3.2	11.7	3.5	-0.2	-3.6	8.3	-4.2	1.6	7.8
24	COC(=O)C1CCN(C(=O)c2cc(OC)c(OC)c(OC)c2)CC1	1.6	16.3	-0.7	0.9	2.8	-2.0	-12.4	8.7	2.0
25	COc1ccc(NC(=O)C(NC(=O)c2ccc(=O)[nH]c2)c2ccc(OC)cc2)cc1 (stereo unspecified)	-3.6	-0.2	0.2	-1.4	-4.6	4.3	-12.2	0.8	2.0
26	CN(C)c1ccc(/C=N/NC(=O)c2cccc(N3CCCC3=O)c2)cc1	3.8	-1.0	1.2	1.2	11.0	1.4	9.4	2.2	0.3
27	CN1CCC(N(C)S(=O)(=O)c2ccc(NC(=O)COc3ccc([N+](=O)[O-])cc3)cc2)CC1	5.5	8.9	4.5	1.6	3.6	2.5	-7.0	6.2	0.7
28	Cc1nc(CN(C)Cc2nc(Cc3ccccc3Cl)no2)cs1	-2.0	18.4	1.7	-0.7	1.5	-4.3	-3.6	-0.7	1.3
29	O=C(CCN1C(=O)/C(=C/c2ccco2)SC1=S)Nc1ccc(C(=O)O)c(O)c1	10.3	5.3	6.3	-7.7	-5.4	7.2	27.1	39.8*	-11.7
30	Cc1nn(-c2ccccc2)c(N2CCCC2)c1/C=C1\N=C(c2ccc(OC(C)C)cc2)OC1=O	5.1	15.4	1.6	-4.1	3.3	6.8	24.0	3.8	0.2
31	N#Cc1ccccc1S(=O)(=O)N1CCN(C(=O)c2cc(-c3ccccc3)nn2-c2ccccc2)CC1	-1.1	1.2	-1.1	-3.9	9.9	-3.5	-0.4	0.7	-3.3
32	CCN(CC)C(=S)Oc1c(Cl)cccc1Cl	-0.8	-1.7	5.8	-0.9	-7.8	4.5	-16.9	2.2	-1.5
33	CC(OC(=O)c1ccc(NC(=O)CC#N)cc1)C(=O)Nc1ccc2c(c1)OCCO2 (stereo unspecified)	-2.3	-15.8	-10.1	-25.7	0.0	-6.8	-10.9	-27.1	-46.6
34	Cc1ccc(C(=O)N2CCN3C(=O)c4ccccc4C23c2ccc(Cl)cc2)cc1 (stereo unspecified)	7.4	-8.6	2.0	-1.7	0.2	4.4	-6.8	5.3	0.5
35	CC(=O)C1C(c2ccc(Br)cc2)C2C(C)=NN=C2CC1(C)O (stereo unspecified)	-3.1	-7.5	5.5	-1.7	-0.2	-4.7	-28.3	5.7	-1.7
36	Cc1ccc(CCNC(=O)C2CCC(CNc3c(N4CCC(C)CC4)c(=O)c3=O)CC2)cc1 (stereo unspecified)	-1.6	26.3	5.9	2.0	-5.5	16.5	-0.8	1.3	8.0
37	CC1=C(C(=O)N2CCCCC2)C(c2cccs2)NC(=O)N1 (stereo unspecified)	7.7	1.9	7.0	0.7	8.1	-0.9	5.2	-2.8	5.7
38	CCCCC(=O)Nc1ccc2oc(-c3ccncc3)nc2c1	0.6	-8.0	-1.2	2.8	-2.6	3.5	-6.4	6.3	8.6
39	Cc1cc(OCC(=O)NCCCn2ccnc2)c2c(C)cc(=O)oc2c1	7.3	-0.6	-2.3	-3.3	-2.5	5.8	7.2	4.9	0.6
40	O=C(CNC(=O)c1ccco1)OCC(=O)c1ccc2c(c1)CCCC2	-1.4	-5.0	2.4	-6.1	5.0	1.9	16.1	-1.2	-1.4
41	O=C(O)c1c(F)c(F)c(F)c(F)c1-c1ccc(Cl)cc1	0.5	-6.6	-0.6	0.2	0.7	8.0	-3.8	-2.9	-0.8
42	O=C(O)C1C2C=CC(C2)C1C(=O)Nc1ccc2c(c1)OCCO2 (stereo unspecified)	9.3	-0.7	2.8	-1.4	5.7	-3.7	10.1	2.6	-1.4
43	CCN(CC)S(=O)(=O)c1ccc(OC)c(NC(=S)Nc2cccc(C)c2C)c1	12.9	0.7	0.5	0.0	-5.2	1.8	-6.8	2.8	6.9
44	Cc1ccc(C(C(=O)NC(C)(C)C)N(C(=O)c2csnn2)c2cccc(F)c2)o1 (stereo unspecified)	0.5	1.8	2.0	-0.7	-2.1	-1.4	0.7	1.2	1.2
45	Cc1c(C(=O)OC(C)C)sc(N)c1C(=O)OC(C)C	-5.6	2.7	1.1	5.6	4.8	-6.6	3.7	21.8	0.0
46	COc1cc(NC(=O)C(c2ccccc2)c2ccccc2)c(C(=O)O)cc1OC	7.0	-3.2	15.9	1.3	1.1	7.5	2.8	-3.4	2.4
47	COc1ccc(-n2nc([N+](=O)[O-])c(=NCCc3ccccc3)n2O)cc1	2.8	9.8	4.2	-0.3	1.8	1.9	2.5	1.6	0.5
48	COc1ccc(CNC(=O)C(=O)NCC2OCCN2C(=O)c2ccc(OC)cc2)cc1 (stereo unspecified)	-9.9	-2.9	0.8	-3.4	3.8	-1.0	10.3	4.2	0.2
49	CCOc1ccccc1-c1nc(CN2CCCC2c2nccs2)c(C)o1 (stereo unspecified)	10.5	2.2	1.2	-4.7	-3.3	3.2	1.2	4.2	-4.2
